12-LOX inh: blocks human arachidonate 12S-lipoxygenase. P18054. purified 12hLO, xylenol orange hydroperoxide absorbance. Potency, µM (series often up to 108 µM), without a hit: at the highest dose activity change, negative = inhibition, usual class: inhibitors. 1.1% of 580,000 active. AID 1671190; note: potency is the fitted concentration of half-maximal effect; % is set by controls: 0 for no effect and ±100 for the full control effect
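Purified human 12hLO at 150 nM in 25 mM Hepes, 0.01% Triton X-100, pH 7.0, preincubated 15 min at room temperature with compound. Reaction started with 40 uM arachidonic acid, 30 min at room temperature. Hydroperoxide measured by Fe-xylenol orange, 573/405 nm absorbance ratio.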
PI4K2A inh: inhibitors of human PI4K2A; Q9BTU6; purified PI4K2A, ADP-Glo luminescence, 1 h; stronger effect = lower value; activity change, negative = inhibition, % at 76.9 µM; 0.13% of 420,000 active; in the data active = activity change below about -50%; inconclusive = mostly about -30% to -49%;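 note: -100% = wells without enzyme as full effect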
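In this quantitative HTS, ADP production by PI4K2A was quantified luminescently after 1 h at ambient temperature; 100 microM adenosine served as plate-quality control.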
BAZ2B block: blocks human BAZ2B; AlphaScreen BAZ2B-H3K14Ac peptide displacement; Potency, µM (top dose mostly 114 µM), for the others: at the highest dose activity change, negative = inhibition, actives largely listed as inhibitors; 4.4% of 360,000 active; note: potency is the fitted concentration of half-maximal effect; % is set by controls: 0 for no effect and ±100 for the full control effect; nearly all actives have a fitted effect of over 60% in size
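Compounds, titrated to a top concentration of 110 uM, were incubated 30 min at room temperature with preformed BAZ2B/acetyl-K14 H3 peptide complex (50 nM each). Proximity signal was measured by AlphaScreen after 20 min with beads.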
G9a block: inhibitors of human histone lysine methyltransferase G9a; Q96KQ7; G9a H3K9 monomethylation, AlphaScreen, 2 h; Potency, µM (top dose mostly 102 µM), without a hit: at the highest dose activity, negative = inhibition, actives largely listed as inhibitors; 8.8% of 350,000 active; AID 504332; note: potency is the fitted concentration of half-maximal effect; % is set by controls: 0 for no effect and ±100 for the full control effect; nearly all actives have a fitted effect of over 75% in size
Target sequence (Q96KQ7 913-1193 limits assumed): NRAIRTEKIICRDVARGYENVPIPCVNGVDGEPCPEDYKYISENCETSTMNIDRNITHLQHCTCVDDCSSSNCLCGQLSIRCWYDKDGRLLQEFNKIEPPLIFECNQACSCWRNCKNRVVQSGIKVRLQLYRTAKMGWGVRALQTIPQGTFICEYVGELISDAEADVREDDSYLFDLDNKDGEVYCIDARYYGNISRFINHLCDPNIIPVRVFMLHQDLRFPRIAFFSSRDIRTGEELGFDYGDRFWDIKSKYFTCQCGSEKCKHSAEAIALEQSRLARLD
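Enzyme 20 nM + cpd, 15 min RT; add b-H3K9 pep 500 nM / SAM 20 uM; 2 h RT; anti-H3K9me1 Ab 0.5 ug/mL + SA donor / anti-rabbit acceptor beads 20 ug/mL each, 10 min; AlphaScreen read.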
ERG Ets-DNA blk: inhibitors of human ERG Ets domain-DNA interaction. P11308. fluorescence polarization, His-ERG Ets domain / labelled DNA. Potency, µM (top dose mostly 76.9 µM), for inactives: at the highest dose FP activity, negative = inhibition, hits mostly inhibitors. 0.028% of 370,000 active. AID 624246; active = well fitted inhibition curve with a large enough effect in the polarisation, with a control signal flat; inconclusive = small, poorly fitted or top-dose-only effect, or effect the other way, or a change in a side signal; inactive = no such curve, though single readings can be large or run the other way; the % refers to the polarisation;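 note: polarization taken with two DNA probes labelled with fluorescein and Texas red; potency is the fitted concentration of half-maximal effect; % of control where 0% means no effect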
Target sequence (P11308 whole entry, looked up, the tested form may be a part): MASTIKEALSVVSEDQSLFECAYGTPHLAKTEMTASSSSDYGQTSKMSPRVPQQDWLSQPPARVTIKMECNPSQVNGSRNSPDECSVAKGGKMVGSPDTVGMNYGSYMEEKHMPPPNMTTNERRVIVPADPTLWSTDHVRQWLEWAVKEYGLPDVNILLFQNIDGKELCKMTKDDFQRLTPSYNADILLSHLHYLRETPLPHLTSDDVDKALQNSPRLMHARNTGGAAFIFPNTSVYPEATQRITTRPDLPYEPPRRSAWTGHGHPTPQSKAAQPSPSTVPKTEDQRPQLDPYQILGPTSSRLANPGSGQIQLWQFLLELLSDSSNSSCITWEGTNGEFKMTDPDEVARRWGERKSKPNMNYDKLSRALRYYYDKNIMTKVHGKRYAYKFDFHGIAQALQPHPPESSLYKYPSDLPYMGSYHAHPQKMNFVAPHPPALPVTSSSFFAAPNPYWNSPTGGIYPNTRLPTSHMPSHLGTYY
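His-tagged ERG Ets domain (1 uM in the protein solution; 300mM KCl, 50mM Tris-HCl, 1mM EDTA, 1mM DTT, pH 7.5) received compound, then a probe mix of 5 nM fluorescein-DNA and 100nM Texas-615-DNA. Fluorescence polarization was read for both dyes.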
HP1b chromo inh: inhibitors of HP1-beta chromodomain binding to methylated histone tails | 0.56% of 390,000 active | AlphaScreen HP1-beta / biotin-H3K9me3 peptide binding | Potency, µM (highest dose often 114 µM), for the others: at the top dose activity change, negative = inhibition, usual class: inhibitors | P83916 | AID 540317; note: potency is the fitted concentration of half-maximal effect; nearly all actives have a fitted effect of over 70% in size; inactives centre near 23
Target sequence (P83916 whole entry, looked up): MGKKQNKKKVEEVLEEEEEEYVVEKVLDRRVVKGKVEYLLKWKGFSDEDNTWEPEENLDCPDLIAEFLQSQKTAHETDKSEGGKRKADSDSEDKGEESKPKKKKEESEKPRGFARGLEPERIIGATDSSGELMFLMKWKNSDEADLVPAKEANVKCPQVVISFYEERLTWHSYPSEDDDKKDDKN
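HP1-beta protein (50 nM final) preincubated 30 min at room temperature with biotinylated H3(1-18)K9me3 peptide (50 nM) in PBS pH 7.4, 0.01% Tween-20, then compound added for 30 min. AlphaScreen streptavidin donor/nickel chelate acceptor beads (10 ug/mL final), 30 min dark, luminescence read.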
RGS4 inh: human RGS4 inhibition; P49798; Transcreener GDP fluorescence polarization, RGS4-accelerated GTP hydrolysis; Potency, µM (doses to about 114 µM), for inactives: top-dose activity change, negative = inhibition, actives largely listed as inhibitors; 0.039% of 390,000 active; AID 504845; note: potency is the fitted concentration of half-maximal effect; % is set by controls: 0 for no effect and ±100 for the full control effect; nearly all actives have a fitted effect of over 75% in size; some results filed as inactive show a strong effect at the top dose
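MLSMR compounds (23 nl, pin-transferred) preincubated 10 min at room temperature with a 500nM (2x) first reagent, then RGS4 at 900nM (2x) plus Transcreener GDP mix added; fluorescence polarization (620/688 nm) read before and after 90 min at 30 °C.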
JMJD2A Tudor: blocks the human JMJD2A Tudor domain; AID 504339; Potency, µM (top dose mostly 114 µM), for the others: at the highest dose activity change, negative = inhibition, most hits filed as inhibitors; AlphaScreen JMJD2A-Tudor / H3K4me3 peptide binding; 4.4% of 390,000 active; note: potency is the fitted concentration of half-maximal effect; % is set by controls: 0 for no effect and ±100 for the full control effect; nearly all actives have a fitted effect of over 50% in size
GLS inh: inhibitors of human glutaminase (GLS); O94925; GLS enzymatic activity, qHTS titration; Potency, µM (highest dose often 45.5 µM), inactives show at the highest dose activity change, negative = inhibition, actives largely listed as inhibitors; 0.21% of 410,000 active; AID 624170; note: potency is the fitted concentration of half-maximal effect; % is set by controls: 0 for no effect and ±100 for the full control effect
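hKGA in 45 mM KH2PO4 (pH 8.2), 0.02% Tween-20 with compound, then 1mM L-Glutamine (stock as added) plus glutamate oxidase/HRP/Amplex red coupling mix. Fluorescence read initially and after 30 min at RT; signal change reflects glutamate formation.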
Numbers without * were called inactive; ? = inconclusive; . = not tested or not shown; [ ] = dose if it differs, or a comment. Unless noted, calls come from the whole dose curve; as a rule, active = well fitted curve in the direction sought with a large enough effect; inconclusive = small, poorly fitted or top-dose-only effect, or another doubt; inactive = no such curve, though single readings can be large; an effect the other way counts as inactive or inconclusive.

SMILES	12-LOX inh	PI4K2A inh	BAZ2B block	G9a block	ERG Ets-DNA blk	HP1b chromo inh	RGS4 inh	JMJD2A Tudor	GLS inh
O=C(NCCc1c[nH]c2ccccc12)C(=O)Nc1ccccc1	29%	-4	-16%	-19%	9%	22%	14%	-12%	3%
CCOC(=O)c1sc2nc(CC(=O)OC)nc(NCc3ccc(Cl)cc3)c2c1C	0%	4	14%	20%	7%	25%	-23%	-5%	0%
Cc1nc2ccc(Br)cn2c1C(=O)N/N=C\c1ccccc1[N+](=O)[O-]	2%	0	-10%	.	-5%	11%	-6%	-18%	8%
CCC1CCCCN1C(=O)c1nn2cccnc2c1Cl (stereo not drawn)	-10%	-7	-2%	-1%[59 µM]	-5%	7%	24%	-6%	4%
O=C(Nc1ccc(Oc2cccc(C(F)(F)F)c2)nc1)c1ccccc1	10%	-9	2%	.	3%	37%	1%	-10%	-8%
Cc1cccc(OCCCC(=O)Nc2ccc(Cl)c(S(=O)(=O)N3CCOCC3)c2)c1	?	5	11%	14%[12.7 µM]	4%	22%	3%	-14%	-4%
CCOC(=O)c1c(NC(=O)c2ccc(Br)o2)sc2c1CCCC2	-17%	3	0%	8%[59 µM]	3%	91%[activator]	-10%	28%	-1%
NC(=O)NC(CC(=O)Nc1cccnc1)c1cccc(Br)c1 (stereo not drawn)	6%	-2	-19%	3%	1%	16%[57 µM]	28%	-4%	-9%
N#C/C(=C\c1cccnc1)C(=O)Nc1ccc(O)cc1F	-2%	3	2%	-2%[2.33 µM]	?	14%	5%	-5%	4%
CCOc1ccc(-c2nc(Cn3c(=O)cc(C)c4c(C)nn(-c5ccc(C)cc5)c43)c(C)o2)cc1	-19%	5	-1%	8%[59 µM]	-1%	80%	-3%	-1%	4%
C=CCc1cc(C=O)cc(OCC)c1O	7%	6	-13%	.	10%	46%[activator]	-2%	-9%	23%
O=C(O)CC1=C(Nc2ccccc2)C(=O)N(c2ccccc2)C1c1ccc(F)cc1 (stereo not drawn)	-16%	-4	-37%	32µM*	1%	7%	-5%	-31%	4%
CC1(O)CC(C)(C)C(C#N)C(=O)N1 (stereo not drawn)	-10%	-10	.	.	22%	12%[57 µM]	-18%	-16%	-11%
CCC1Oc2ccc(C)cc2N(Cc2cccc(C)c2)C1=O (stereo not drawn)	-22%	3	107%[activator]	-3%[12.7 µM]	-9%	136%[activator]	2%	117%[activator]	-4%
CN1C(=O)[C@H]2[C@@H](C3CC3)N3C(=O)CN(Cc4ccc(-c5ccccc5)cc4)C(=O)[C@@]3(C)[C@H]2C1=O	22%	-2	-7%	-8%	12%	25%	19%	-7%	1%
Cc1c(C(=O)OC2CCCCCC2)[nH]c2c1C(=O)CC(c1ccccc1Cl)C2 (stereo not drawn)	-1%	1	-15%	-31%[59 µM]	-1%	12%	-33%	-17%	-9%
CCc1ccc(-n2c(=O)c3ccccc3n(CC(=O)NCc3ccco3)c2=O)cc1	3%	4	8%	-32%	-8%	1%	2%	-15%	-5%
COc1cc(/C=C2\SC(=O)N(CC(=O)Nc3cccc(C)c3)C2=O)cc([N+](=O)[O-])c1O	?	2	40µM*	14µM*	-1%	28µM*	?	18µM*	-1%
CC1(C)NC(=O)N(CC(O)CN(Cc2ccccc2)Cc2ccccc2)C1=O (stereo not drawn)	?	2	7%	?	-6%	41%[activator]	-23%	-8%	4%
O=C(Nc1cccc2nsnc12)c1ccc2c(c1)OCO2	1%	9	52%[activator]	23%[59 µM]	0%	101%[activator]	-8%	43%[activator]	10%
C1=CCN(Cc2ccccc2)C1	29%	-4	5%	9%[12.7 µM]	23%	20%	6%	-16%	-2%
COc1ccc2c(c1)c(C(=O)CN1CCc3ccccc3C1)c(C)n2C	-2%	0	-5%	45µM*	-4%	26%	6%	?	-7%
Cc1cccc(N2C(=O)CC(Sc3nnc(C)s3)C2=O)c1 (stereo not drawn)	-5%	6	-4%	10µM*	7%	-2%	-38%	-13%	-4%
COC(=O)C1=C(C(=O)OC)[C@@H]2N(C)c3ccc(OC)cc3[C@@]23C[C@@H](C(=O)OC)N(C(=O)CC(C)C)C3=N1	-28%	-3	.	.	-10%	?	-7%	50µM*	52%[activator]
Cc1ccc(Cc2cnc(N)s2)o1	?	?	?	-44%[59 µM]	4%	18%	?	?	1%

Structures above marked active in JMJD2A Tudor:
SMILES	12-LOX inh	PI4K2A inh	BAZ2B block	G9a block	ERG Ets-DNA blk	HP1b chromo inh	RGS4 inh	JMJD2A Tudor	GLS inh
COc1cc(/C=C2\SC(=O)N(CC(=O)Nc3cccc(C)c3)C2=O)cc([N+](=O)[O-])c1O	?	2	40µM*	14µM*	-1%	28µM*	?	18µM*	-1%
COC(=O)C1=C(C(=O)OC)[C@@H]2N(C)c3ccc(OC)cc3[C@@]23C[C@@H](C(=O)OC)N(C(=O)CC(C)C)C3=N1	-28%	-3	.	.	-10%	?	-7%	50µM*	52%[activator]

Continued.
SMILES	12-LOX inh	PI4K2A inh	BAZ2B block	G9a block	ERG Ets-DNA blk	HP1b chromo inh	RGS4 inh	JMJD2A Tudor	GLS inh
CC(=O)Nc1ccc(S(=O)(=O)N(C)c2ccc(OCC(=O)NCCc3ccccc3F)cc2)cc1	-9%	-1	.	.	-12%	12%	8%	-14%	-3%
CCc1ccc(N(CC(=O)NC(C)C)C(=O)CCC(=O)Nc2nccs2)cc1	-1%	0	5%	-6%[2.33 µM]	-18%	18%	-24%	-1%	-13%
COC(=O)C[C@H]1C=C[C@@H](C(C(=O)OC)C(=O)OC)CN1C(C)=O	-3%	-1	.	.	4%	70%[activator]	-16%	-9%	1%
O=C(NC1CCCCC1)c1ccc([N+](=O)[O-])o1	.	-13	1%	16%	6%	14%	6%	-12%	4%
CCOc1cc(N2CCOCC2)c(OCC)cc1NC(=O)CSc1ncccn1	1%	6	-27%	40µM*	1%	-25%	?	-18%	15%
O=C(CSc1nnc(Nc2ccccc2)s1)NC1CCCC1	366%[activator]	2	.	.	-6%[15.4 µM]	36%	-15%	-3%	13%
O=C(Cn1c(=O)[nH]c2ccccc2c1=O)Nc1ccc2c(c1)OCO2	-4%	-8	-28%	?	8%	5%	7%	?	0%
C=CCNC(=O)c1cc(Cl)ccc1Cl	-5%	1	-6%	3%[0.501 µM]	-11%	26%	-29%	-3%	-1%
O=c1cc(C(F)(F)F)[nH]c2ccccc12	0%	1	2%	-33%	-1%	51%[activator]	14%	0%	-1%
Cc1ccc(-n2ncc(C(=O)NCc3ccc4c(c3)OCO4)c2NC(=O)c2ccco2)cc1C	19%	6	-34%	13%[12.7 µM]	-1%	-2%	8%	-30%	-1%
CNC(=O)COC(=O)c1ccc(NS(=O)(=O)c2ccc3c(c2)OCCO3)cc1	-8%	2	-14%	3%	0%	13%	-8%	-7%	6%
Cc1cc(C)c2c(N)c3cccc(C)c3nc2n1	-10%	-16	-33%	?	-5%	-8%	1%	-20%	2%
O=C(CSc1nnc(NC(=O)C2CCC2)s1)Nc1ccccc1	6%	4	5%	-7%	-10%	3%	-12%	1%	9%
CCCCC(=O)NC(=S)Nc1cc(C(=O)O)ccc1Cl	-29%	0	-4%	0%[59 µM]	-16%	17%	-23%	-33%	0%
COc1ccccc1CN(C)C(=O)CNC(=O)c1cccc(Cl)c1	99%[activator]	4	-19%	10%	-12%	34%	-17%	-6%	-11%
COC(=O)c1ccc(C23CC4(C2)[C@H](CN(CC2CCCCC2)[C@@H]4c2ccccc2)C3c2ccc(Cl)nc2)cc1 (stereo partly drawn)	-31%	0	-12%	20%[12.7 µM]	-3%	34%	-31%	-22%	1%
C=CCn1c(SCn2nnc3ccccc3c2=O)nnc1-c1ccc(Cl)cc1	-10%	-1	-8%	45µM*	-2%	4%	4%	-16%	-6%
CCC(C)(C)n1nnnc1C(c1cccnc1)N1CCC(Cc2ccccc2)CC1 (stereo not drawn)	4%	9	-1%	-28%	0%	13%	-18%	-16%	1%
CCc1ccc2nc(NC(=O)c3ccc4c(=O)[nH]c(CN5CCOCC5)nc4c3)sc2c1	.	2	9%	-3%[59 µM]	1%	17%	-28%	?	1%
O=c1ccc(Cc2ccccn2)n[nH]1	-6%	5	9%	?	4%	31%	-23%	-8%	4%
COc1ccc(C(=O)/C=C/Nc2ccc(NC(C)=O)cc2)cc1OC	-9%	-3	-22%	68%[activator][59 µM]	4%	29%	9%	-6%	18%
CCc1ccccc1NC(=O)c1ccc(=O)n(Cc2ccc(F)cc2)c1	0%	0	1%	3%[59 µM]	1%	28%[57 µM]	-15%	5%	2%
COc1cccc(CNC(=O)C2CCCN(S(C)(=O)=O)C2)c1 (stereo not drawn)	19%	3	8%	21%[59 µM]	.	8%	32%	-2%	3%
CCc1ccc(C2C(C(=O)Nc3ccccc3)=C(C)Nc3nc(SCC(=O)c4ccc(C)cc4)nn32)cc1 (stereo not drawn)	-19%	0	1%	4%[59 µM]	3%	25%	11%	-21%	-5%
COC(=O)c1cccc(NC(=O)c2ccc(OC)c(Cl)c2)c1	?	-2	-32%	-2%	-2%	37%	-9%	-3%	-5%
CCN(CC(=O)Nc1ccc2c(c1)OCO2)CC(=O)Nc1ccccc1C(F)(F)F	394%[activator]	-4	2%	12%[12.7 µM]	1%	24%	-7%	-23%	-5%

Looked up above:
CCOc1cc(N2CCOCC2)c(OCC)cc1NC(=O)CSc1ncccn1 in 12-LOX inh = 1%
CCc1ccc(N(CC(=O)NC(C)C)C(=O)CCC(=O)Nc2nccs2)cc1 in PI4K2A inh = 0

This is a subset; rates above refer to the full screens.
